Screening results from PubChem.
TEAD-YAP inh: TEAD-YAP interaction inhibition; HEK-TIYL cells, TEAD-Gal4/YAP UAS-luciferase luminescence; inhibition, % at 9.12 µM; hit rate 1.4% among 640,000; AID 1259422; in the data active = inhibition above about 32%;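 also: 0% = median of test compound wells and 100% = reference inhibitor wells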
FBW7 act: activators of human E3 ligase FBW7; hit rate 0.13% among 650,000; AlphaScreen FBW7–phospho-cyclin E peptide binding, activator screen; Q969H0; normalized activity (activation), % at 26.1 µM; in the data active = normalized activity above about 1.9%;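 also: purified mutant Fbw7 with reduced substrate affinity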
MITF primary: inhibitors of human MITF; O75030; AlphaScreen MITF homodimerization, bead proximity signal; inhibition, % at 2.6 µM; hit rate 0.91% among 650,000; AID 1259374; in the data active = inhibition above about 50%;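 also: 0% = vehicle wells with protein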
Target sequence (O75030 whole entry, looked up): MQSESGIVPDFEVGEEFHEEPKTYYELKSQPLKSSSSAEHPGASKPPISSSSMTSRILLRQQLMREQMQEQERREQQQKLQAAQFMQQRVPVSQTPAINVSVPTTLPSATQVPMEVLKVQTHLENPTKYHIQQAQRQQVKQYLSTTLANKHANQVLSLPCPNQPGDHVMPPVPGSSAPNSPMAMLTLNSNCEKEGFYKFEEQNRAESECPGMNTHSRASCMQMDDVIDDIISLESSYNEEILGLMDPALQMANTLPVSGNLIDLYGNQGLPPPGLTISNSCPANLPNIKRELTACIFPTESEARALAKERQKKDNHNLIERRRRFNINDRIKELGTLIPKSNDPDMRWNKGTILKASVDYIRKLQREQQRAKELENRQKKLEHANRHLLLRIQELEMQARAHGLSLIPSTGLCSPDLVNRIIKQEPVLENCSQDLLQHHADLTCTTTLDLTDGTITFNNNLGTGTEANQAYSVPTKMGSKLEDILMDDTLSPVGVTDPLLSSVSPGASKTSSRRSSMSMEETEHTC
GPR151 ag: activates the human receptor GPR151; Q8TDV0; hit rate 1% among 650,000; activation, % at 11.2 µM; PathHunter beta-arrestin GPR151 cells, luminescence; in the data active = activation above about 4.9%;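 also: 0% = median of compound wells and 100% = cells with positive control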
Target sequence (Q8TDV0 whole entry, looked up): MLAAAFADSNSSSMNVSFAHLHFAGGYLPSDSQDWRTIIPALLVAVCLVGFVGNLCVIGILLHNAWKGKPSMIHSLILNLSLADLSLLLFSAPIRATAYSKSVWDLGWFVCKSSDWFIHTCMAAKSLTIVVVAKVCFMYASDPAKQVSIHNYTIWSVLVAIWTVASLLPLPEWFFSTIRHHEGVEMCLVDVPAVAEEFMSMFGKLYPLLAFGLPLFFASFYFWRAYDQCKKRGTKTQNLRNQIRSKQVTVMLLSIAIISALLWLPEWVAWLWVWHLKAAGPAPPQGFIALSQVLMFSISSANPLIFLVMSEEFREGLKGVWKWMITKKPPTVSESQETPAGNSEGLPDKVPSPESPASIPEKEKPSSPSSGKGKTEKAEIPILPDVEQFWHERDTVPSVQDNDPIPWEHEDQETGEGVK
Starred values were filed as active, the others as inactive; & = joins results of further samples. Hits appear at their usual frequency; any-hit rate near 3.5%.

SMILES | TEAD-YAP inh | FBW7 act | MITF primary | GPR151 ag
CS(=O)(=O)Oc1ccc(C(=O)/C=C/c2cccs2)cc1 | -37 | 0.0 | -10 | -0.5
Clc1ccc2nc(N3CCN(C4CCCCC4)CC3)c3nncn3c2c1 | 0 | -0.3 | 3 | 0.0
COc1c(S(=O)(=O)N2CCC(C)CC2)ccc(Cl)c1Cl | -7 | -0.1 | 6 | -0.7
O=C(CSc1ncnc2c1sc1ccccc12)NC1CCCCC1 | -1 | -0.1 | 11 | 0.0
C=CCN1C(=O)/C(=C\c2cc(OCC)c(O)c([N+](=O)[O-])c2)C(=O)NC1=S | -10 | -0.3 | 8 | -0.2
CS(=O)(=O)N(CC(=O)Nc1cccc([N+](=O)[O-])c1)c1ccc(Br)cc1 | -14 | 0.0 | -4 | -0.6
CCC(C)NC(=O)CN(C)c1nn2c(=O)cc(C)nc2s1 (stereo not drawn) | -6 | 0.2 | -14 | 0.0
COc1ccc(-n2c(SCC3OCCO3)nc3c(sc(=S)n3-c3ccccc3)c2=O)cc1OC | 8 | 0.6 | 20 | 1.3
CC(=O)c1c(C)[nH]c(C(=O)N2CCN(c3cccc(Cl)c3)CC2)c1C | 52* | -0.1 | 8 | 1.3
COCCn1c(=NC(=O)C2=COCCO2)sc2ccccc21 | 10 | -0.1 | -5 | 0.4
COc1cccc(C(=O)NCCc2cn3ccccc3n2)c1 | -8 | 0.7 | 9 | 0.4
N#C/C(=C\c1cc2ccccc2nc1N1CCOCC1)C(N)=O | -2 | -0.3 | -7 | 4.2
O=C(Nc1cccc(O)c1)c1ccc([N+](=O)[O-])cc1Cl | 73* | -0.1 | -8 | -0.5
COCCCNCCCCOc1ccc(Cl)cc1Br | -16 | 0.3 | 44 | -0.5
CCOc1ccccc1CN(CCc1ccc2c(c1)OCO2)Cc1cccnc1 | -7 | 0.4 | 78* | 0.4
O=C(CCCCCC(=O)Oc1ccc2ccc(=O)oc2c1)Oc1ccc2ccc(=O)oc2c1 | -4 | 0.0 | 15 | 0.2
COc1c(C(=O)N2CCCC2)ccc2ccccc12 | 3 | 0.0 | -19 | -1.7
COC(=O)c1ccccc1NS(=O)(=O)c1cccc2cccnc12 | 11 | -0.1 | 6 | 1.7
O=C(O)/C=C/c1cccc(Cl)c1 | 5 | 0.2 | 3 | -0.2
O=C(NC1CCCC1)C(c1ccccc1F)N(Cc1ccco1)C(=O)c1ccco1 (stereo not drawn) | 4 | 0.0 | 3 | -1.0
CCOC(=O)C1=C(C)NC2=C(C(=O)CCC2)C1c1cc(Br)c(O)c(OCC)c1 (stereo not drawn) | 9 | 1.2 | 9 | -0.2
COc1ccccc1NC(=S)/N=C1\CCN(c2ccccc2)N1 | -40 | -0.2 | -2 | 0.3
COC(=O)C1=C(C)NC2=C(C(=O)CC(C)(C)C2)C1c1ccccc1[N+](=O)[O-] (stereo not drawn) | 11&-3 | 0.0&0.1 | 3&29 | -0.3&-0.6
CCc1cc(C(=O)OC)c(NC(=O)c2cc(Br)cs2)s1 | 3 | 0.1 | 15 | -0.7
CCS(=O)(=O)N1CCC(c2nc(-c3ccc(C)o3)no2)CC1 | 6 | 0.1 | 10 | 0.4
Cc1ccc(NS(=O)(=O)c2c[nH]c3ccc([N+](=O)[O-])cc23)cc1Cl | -8 | 0.0 | -2 | 0.2
N#C/C(=C\c1ccc(N2CCOCC2)c([N+](=O)[O-])c1)c1cccs1 | -17 | 0.4 | -12 | -1.1
O=C1c2cccc3cccc(c23)C(=O)N1CC1CCN(CC(O)COCc2ccc3c(c2)OCO3)CC1 (stereo not drawn) | 3 | -0.3 | -9 | 2.7
CCCNC(=O)c1cccc(Nc2cnccn2)n1 | 7 | -0.1 | 1 | 0.0
O=C(CCCC(=O)OCC(=O)c1ccc(Cl)cc1)Nc1ccc(C(=O)OCC(=O)c2ccc(Cl)cc2)cc1 | -19 | 0.0 | -1 | -1.4
Cc1ccc(CN2CCC3(CC2)NC(=O)c2ccccc2N3)o1 | -3 | 0.0 | 16 | 0.6
COc1ccccc1C(=O)Nc1ccccc1C#N | -14 | 0.1 | 1 | 1.6
CC(O)CN(Cc1ccc(Cl)cc1)CC(C)O (stereo not drawn) | 3 | 0.5 | 35 | -0.9
O=C1N(Cc2ccc3c(c2)OCO3)c2ccccc2C1(O)c1c[nH]c2ccccc12 (stereo not drawn) | 9 | 0.0 | 5 | 0.3
Cc1ccc(C)c(-c2cc(C)ncc2C)c1 | -7 | 0.2 | -2 | 2.3
O=C(N[C@@H]1CC[C@H](c2nc3ccc(-c4ccncc4)cc3[nH]2)C1)c1cccs1 | 6 | -0.2 | 7 | -0.4
O=C1CCCc2c1[nH]c1ccc(F)cc21 | 9 | 1.5 | 12 | -1.7
O=C(CN(C(=O)c1csnn1)c1ccc(F)c(Cl)c1)NCc1ccc(F)cc1 | 3 | -0.1 | 5 | -0.2
CC(NC(=O)c1cccnc1)c1nnc2n1CCN(Cc1ccc(F)cc1F)CC2 (stereo not drawn) | -23 | 0.2 | 8 | 1.0
Cc1cccc(C(=O)NNC(=O)c2ccc(NC(=O)C(C)(C)C)cc2)c1 | 10 | 0.2 | -12 | -0.9
C=CCNCCC1CCC(=O)N1Cc1ccccc1C (stereo not drawn) | 4 | 0.2 | 12 | 0.7
COc1ccc(OC)c(N(CC(=O)Nc2ccc(C)c(C)c2)S(=O)(=O)c2ccccc2)c1 | 0 | 0.0 | 7 | -1.3
Cc1ccccc1OCCCC(=O)Nc1ccc(S(N)(=O)=O)cc1 | -2 | 0.0 | 4 | 0.3
CN1CCN(C(=O)/C(=C\c2cccnc2)NC(=O)c2ccco2)CC1 | -2 | 0.0 | -12 | 0.1
COC(=O)c1ccc(OCC2c3cc(OC)c(OC)cc3CCN2C(=O)c2cccc([N+](=O)[O-])c2)cc1 (stereo not drawn) | -6 | 0.1 | 23 | -0.4
CN1CCN(c2ccccc2NC(=O)c2ccc3ccccc3c2)CC1 | 2 | 0.1 | 5 | -0.6
O=C(CNc1cccc2ccccc12)N/N=C/c1cccc(Cl)c1 | 2 | 0.0 | 20 | 1.5
CCOc1ccc(CCNC2CC(=O)N(c3ccc(OC)cc3)C2=O)cc1OCC (stereo not drawn) | 9 | 0.0 | 6 | -1.2
Cc1ccc(OCC(=O)Nc2cccc(Cl)c2)cc1C | -60 | 0.1 | 2 | 2.5
CCNc1cc(N(CC)CCO)c2noc3c2c1C(=O)c1ccccc1-3 | 7 | -1.2 | 47 | -1.6
Cc1ccc(C2CC(=O)C(C=NCCN3CCN(C(=O)c4ccccc4)CC3)=C(O)C2)cc1 (stereo not drawn) | -4 | -0.2 | 2 | 0.0
CCCC(=O)Nc1ccc(C)cc1[N+](=O)[O-] | 1 | -0.1 | 2 | 1.9
CCC/C(=N\NC(=O)C(C)(C)O)c1ccccc1 | -28 | 0.1 | 7 | 1.2
c1cc(NCCCN2CCOCC2)nc(Nc2ccc(N3CCOCC3)cc2)n1 | -12 | 0.0 | 8 | -0.3
FC(F)(F)c1ccc(Nc2nc(NC3CCN(Cc4ccccc4)CC3)c3ncn(-c4ccccc4)c3n2)cc1 | 1 | 0.0 | 16 | -1.2
CCn1nc(C)c(N2C(=O)c3cccc4c([N+](=O)[O-])ccc(c34)C2=O)c1C | -4 | 0.1 | 34 | 1.8
O=C(NCC1(c2cccs2)CC1)Nc1cccs1 | -9 | 0.0 | -7 | 4.3
Cn1nccc1Nc1ccc(N2CCC(C(=O)NCCCN3CCCC3=O)CC2)nn1 | 7 | -0.1 | -6 | -2.2
CCOc1cccc(N2C(=O)NC(=O)/C(=C\c3cc(C)n(-c4cccnc4)c3C)C2=O)c1 | -1 | 0.1 | -6 | -0.6
CCOC(=O)c1c(NC(=O)c2c(Cl)ccc(Cl)c2OC)sc2c1CCCC2 | 8 | -0.1 | 7 | 3.8
(more compounds)
SMILES | TEAD-YAP inh | FBW7 act | MITF primary | GPR151 ag
Nc1nc(NC2CC2)cc(N2CCCC2CO)n1 (stereo not drawn) | 3 | 0.0 | -1 | 0.7
CC(=O)c1ccc(NC(=O)COC(=O)c2cnccn2)cc1 | 11 | 0.3 | 14 | -1.3
CCC(C)C(N=C1NS(=O)(=O)c2ccccc21)C(=O)O (stereo not drawn) | -3 | 0.9 | -3 | 0.1
C#CC(C)(C)OC(=O)Nc1cccc([N+](=O)[O-])c1 | 12 | -0.1 | -1 | 4.2
CCN1CCN(C(=O)c2ccc(F)c(F)c2)C(C(=O)N2CCOCC2)C1 (stereo not drawn) | 0 | 0.1 | 7 | 1.5
O=C(C1CC(c2ccc(F)cc2)=NO1)N1CCCC1 (stereo not drawn) | -39 | 0.0 | 1 | 0.1
Cc1sc2ncnc(OCC(=O)c3cc(C)n(C4CC4)c3C)c2c1C | -7 | 0.1 | -7 | 1.9
O=C(CSc1nnc(-c2ccco2)o1)Nc1ccc(Cl)cc1Cl | -38 | -0.3 | 4 | 1.1
Clc1ccccc1OCCCn1ccnc1 | -3 | -0.2 | -5 | 3.9
CC1=CC(=O)C(N=[N+]=[N-])=C(C)C1=N/C(C)=N\S(=O)(=O)c1ccc(Cl)cc1 | -6 | 0.0 | 6 | -1.2
COC(=O)CCCNC(=O)c1ccc(OC2CCN(Cc3ccccn3)CC2)cc1 | 5 | 0.2 | 14 | -0.6
O=S(=O)(NC1CCCCCCC1)c1ccc(F)cc1 | 0 | 0.0 | 2 | 1.0
CCOC(=O)c1cnn(Cc2ccc(Cl)cc2)c1N | -1 | 0.0 | 7 | 1.5
COc1cc(NC(=O)c2sc3ncn(Cc4ccccc4Cl)c(=O)c3c2C)cc(OC)c1OC | 1 | 0.2 | 9 | -1.4
N#CC1=C(N)C(C#N)(C#N)C(C2C=CCCC2)C2CCCC=C12 (stereo not drawn) | 2 | 0.1 | -2 | 1.7
CCc1ccccc1NC(=O)C1CCN(C(=O)N2CCOc3ccccc32)CC1 | 11 | -0.1 | 5 | -2.6
COc1cc(/C=C2\C(=O)ON=C2C)ccc1OCC(C)C | -6 | 0.1 | 30 | -1.0
CCCC1=C(C(=O)OCC)C(c2ccccc2Cl)NC(=O)N1C (stereo not drawn) | -3 | -0.1 | -5 | -1.4
CCOc1ccc2c(c1)c1nnc(SCC(=O)N3CCCCC3)nc1n2C | 5 | 0.0 | 11 | 1.9
COc1ccccc1-n1c(SCc2ccccc2C)nc2c(sc(=S)n2CCc2ccccc2)c1=O | 0 | 0.0 | 5 | 0.1
Cc1cc(NC(=O)COCc2cc(-c3ccc(F)cc3)on2)no1 | -8 | 0.0 | -2 | 0.7
COc1ccc(NC(=O)N2CCN(Cc3nc4ccccc4[nH]3)CC2)cc1OC | 6 | 0.0 | -6 | -0.3
CC(C)(C)NCCOc1ccccc1Cl | 13 | 0.1 | 20 | 0.5
COc1ccc(-c2ccc3c(c2)COC2(CCN(C(=O)c4ccno4)CC2)O3)cc1OC | 1 | 0.0 | 2 | 0.8

Arranged by formula weight (highest first): some entries from above.
SMILES | TEAD-YAP inh | FBW7 act | MITF primary | GPR151 ag
COc1ccccc1-n1c(SCc2ccccc2C)nc2c(sc(=S)n2CCc2ccccc2)c1=O | 0 | 0.0 | 5 | 0.1
COc1cc(NC(=O)c2sc3ncn(Cc4ccccc4Cl)c(=O)c3c2C)cc(OC)c1OC | 1 | 0.2 | 9 | -1.4
Cc1cc(NC(=O)COCc2cc(-c3ccc(F)cc3)on2)no1 | -8 | 0.0 | -2 | 0.7
N#CC1=C(N)C(C#N)(C#N)C(C2C=CCCC2)C2CCCC=C12 (stereo not drawn) | 2 | 0.1 | -2 | 1.7
COc1cc(/C=C2\C(=O)ON=C2C)ccc1OCC(C)C | -6 | 0.1 | 30 | -1.0
CCOC(=O)c1cnn(Cc2ccc(Cl)cc2)c1N | -1 | 0.0 | 7 | 1.5

Going on with the list:
SMILES | TEAD-YAP inh | FBW7 act | MITF primary | GPR151 ag
O=C(NC(=S)Nc1ccc(N2CCOCC2)cc1)c1cccc(Br)c1 | -5 | 0.0 | 8 | -0.3
C/C(=N\NC(N)=O)c1ccc(O)c(O)c1O | 5 | -0.3 | 86* | 3.4
O=c1c2ccccc2c(-c2cccs2)nn1CCc1ccccc1 | 9 | 0.0 | -3 | -0.3
COCCNC(=O)c1ccc(C)c(N2CCCC2=O)c1 | -6 | 0.1 | 16 | -0.2
Cc1ccc2ncc(-c3ccc4c([N+](=O)[O-])c(C)ccc4n3)cc2c1 | 10 | 0.2 | -10 | 0.4
COc1ccc(CCNC(=O)CCCCCn2c(SCc3ccc(F)cc3)nc3cc4c(cc3c2=O)OCO4)cc1OC | -7 | -0.1 | -4 | -1.2
COc1ccc(S(=O)(=O)NC(C)(C)CO)cc1-c1nnc2c3ccccc3c(C)nn12 | 0 | 0.1 | 43 | -0.2
Cc1c(OC(=O)C(C)C)ccc2c(=O)c(-c3nc4ccccc4s3)coc12 | -12 | 0.5 | 14 | -1.0
O=C(O)CCC(=O)Nc1ccc(-c2cnc3ccccc3n2)cc1 | -18 | 0.1 | 11 | -5.2
COc1ccc(C(=O)CSc2nc3nc(C)cc(C)c3c(=O)[nH]2)cc1C | 1 | 0.0 | -4 | 0.9
N#Cc1c(N)n(-c2ccc3c(c2)OCO3)c2nc3ccccc3nc12 | -9 | 0.0 | 3 | 1.7

Some of the entries so far, with two lines to a compound:
Values run as follows: TEAD-YAP inh | FBW7 act | MITF primary | GPR151 ag
COc1ccc(S(=O)(=O)NC(C)(C)CO)cc1-c1nnc2c3ccccc3c(C)nn12
  0 | 0.1 | 43 | -0.2
C/C(=N\NC(N)=O)c1ccc(O)c(O)c1O
  5 | -0.3 | 86* | 3.4
COc1ccc(C(=O)CSc2nc3nc(C)cc(C)c3c(=O)[nH]2)cc1C
  1 | 0.0 | -4 | 0.9
